aGlu spleen mod – inhibitors or activators of human alpha-glucosidase in spleen homogenate | P10253 | human spleen homogenate, 4-MU-alpha-glucoside fluorescence | Potency, µM (top dose mostly 79.9 µM), for inactives: top-dose activity change, negative = inhibition, actives largely listed as inhibitors | actives 0.006% (n = 240,000);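 also: 0% = enzyme with vehicle and -100% = no enzyme basal signal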
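Human spleen homogenate (1 ug) incubated with compounds and 1 mM 4-methylumbelliferyl-alpha-D-glucopyranoside in pH 5.0 citrate/phosphate buffer, 37 C, 40 min. Stopped at pH 10; 4-MU fluorescence (Ex 365/Em 440 nm); AC50 by Hill fit.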
KDM4E inh – blocks human JMJD2E demethylase activity; B2RXH2; actives 1.6% (n = 230,000); JMJD2E catalytic domain, FDH-coupled NADH fluorescence (FDH is formaldehyde dehydrogenase); Potency, µM (top dose mostly 57.1 µM), inactives show at the top dose activity change, negative = inhibition, actives largely listed as inhibitors; AID 2147; active = well fitted inhibition curve with a large enough effect, not every such curve was filed as active; inconclusive = small, poorly fitted or top-dose-only effect, or another doubt; inactive = no such curve, though single readings can be large or run the other way;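 also: 0% = wells with enzyme and -100% = buffer wells without enzyme; nearly all actives have a fitted effect of over 50% in size; many of its hits are not listed in these tables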
Target sequence (B2RXH2 1-337 limits assumed): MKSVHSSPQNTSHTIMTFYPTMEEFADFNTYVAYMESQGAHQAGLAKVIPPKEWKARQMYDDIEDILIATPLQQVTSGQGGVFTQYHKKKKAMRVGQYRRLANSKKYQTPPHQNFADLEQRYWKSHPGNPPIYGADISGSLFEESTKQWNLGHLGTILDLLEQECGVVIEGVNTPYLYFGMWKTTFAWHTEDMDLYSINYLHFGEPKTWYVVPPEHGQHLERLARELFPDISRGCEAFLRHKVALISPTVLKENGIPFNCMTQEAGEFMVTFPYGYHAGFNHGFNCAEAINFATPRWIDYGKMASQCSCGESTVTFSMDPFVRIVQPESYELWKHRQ
GLA spleen mod – inhibitors or activators of human alpha-galactosidase in spleen homogenate | P06280 | human spleen homogenate, 4MU-alpha-Gal fluorescence, 40 min | Potency, µM (series often up to 80 µM), without a hit: top-dose activity change, negative = inhibition, actives largely listed as inhibitors | actives 0.008% (n = 240,000) | AID 2107;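 also: 0% = enzyme with vehicle and -100% = no enzyme basal signal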
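Spleen homogenate 1 ug + cpd (titration) + 4-MU-alpha-D-galactopyranoside 1 mM; 37C 40 min; 50 mM citrate/phosphate pH 5.0, 0.01% Tween-20; stop pH 10; fluorescence 365/440; AC50 via Hill.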
RGS12 GoLoco inh – RGS12 GoLoco-Gai1 interaction inhibition | P63096 | Gai1:RGS12 GoLoco peptide FP, rhodamine, 10 min | Potency, µM (titrated, usually from 61.6 µM), for inactives: top-dose activity, negative = inhibition, actives largely listed as inhibitors | actives 0.44% (n = 230,000) | AID 880; active = well fitted inhibition curve with a large enough effect, not every such curve was filed as active; inactive = no such curve, though single readings can be large or run the other way; also: % is scaled to controls: 0 for no effect and ±100 for the full control effect; nearly all actives have a fitted effect of over 30% in size; many of its hits are not listed in these tables
Target sequence (P63096 whole entry, looked up): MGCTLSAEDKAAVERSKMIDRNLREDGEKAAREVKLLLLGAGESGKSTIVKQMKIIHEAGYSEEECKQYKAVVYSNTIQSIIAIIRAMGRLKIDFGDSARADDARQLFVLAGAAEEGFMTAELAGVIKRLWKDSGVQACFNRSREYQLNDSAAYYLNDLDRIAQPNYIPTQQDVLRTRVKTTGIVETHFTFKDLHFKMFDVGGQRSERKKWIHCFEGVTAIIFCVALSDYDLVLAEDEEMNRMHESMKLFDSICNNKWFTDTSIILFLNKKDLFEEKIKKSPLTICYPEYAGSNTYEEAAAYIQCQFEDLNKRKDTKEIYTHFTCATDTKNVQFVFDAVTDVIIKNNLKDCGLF
ALDH1A1 inh – blocks purified human ALDH1A1 activity; P00352; Purified ALDH1A1, NADH fluorescence, propionaldehyde substrate; Potency, µM (highest dose often 75.3 µM), inactives show at the highest dose activity, negative = inhibition, usual class: inhibitors; actives 7.3% (n = 220,000); AID 1030; active = well fitted inhibition curve with a large enough effect, not every such curve was filed as active; inconclusive = small, poorly fitted or top-dose-only effect, or another doubt; inactive = no such curve, though single readings can be large or run the other way;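 also: plate controls were no enzyme wells and a reference inhibitor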
GAA inhib – inhibitors of human lysosomal alpha-glucosidase | actives 0.005% (n = 200,000) | Potency, µM (highest dose often 76.9 µM), for inactives: at the top dose activity change, negative = inhibition, most hits filed as inhibitors | purified human GAA, 4-MU-alpha-glucoside fluorescence;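 also: plate controls were uninhibited enzyme wells for no effect and no-enzyme background for full effect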
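Read-out is 4-methylumbelliferone fluorescence (Ex 365/Em 440 nm) after NaOH/glycine stop at pH 10. Enzyme 4 nM, substrate 400 uM, pH 5.0 citrate buffer, 20 min room temperature; AC50 from Hill-equation concentration-response.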
GAA glycogen – inhibitors or activators of human alpha-glucosidase glycogen cleavage; P10253; recombinant GAA, glycogen substrate, Amplex Red glucose oxidase fluorescence; Potency, µM (doses to about 76.4 µM), inactives show at the highest dose activity change, negative = inhibition, most hits filed as inhibitors; actives 0.38% (n = 300,000); AID 2100;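 also: 0% = full enzyme reaction and -100% = no-enzyme basal signal; the screen sought inhibitors and activators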
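Recombinant enzyme (4 nM final) with compounds titrated up to 77 uM and bovine liver glycogen (30 ug) in citrate pH 5.0, 0.01% Tween-20, 37 C 40 min. Released glucose detected by Amplex Red/glucose oxidase (Ex 573/Em 610); AC50 from Hill fits.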
SMN2 splice up – SMN2 splice variant enhancement; Potency, µM (doses to about 46.1 µM), inactives show top-dose activity change, positive = activation, hits mostly activators; AID 1458; HEK293 SMN2-luciferase splicing reporter, luminescence, 30-36 h; actives 2.8% (n = 210,000); also: % of control where 0% means no effect; nearly all actives have a fitted effect of over 55% in size
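HEK293 cells carry an SMN2 […]–luciferase reporter in which exon 7 inclusion puts luciferase in frame. Cells were plated 10-12 h before compound addition, then incubated 30-36 h at 37C. ONE-Glo luminescence was read; sodium butyrate at 4.5 mM final served as control.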
* = called active by the depositor; ? = inconclusive; · = not tested or not shown; & = joins results of further samples; [ ] = remark or other dose. Unless noted, calls follow the shape of the dose curve; as a rule, active = well fitted curve in the direction sought with a large enough effect; inconclusive = small, poorly fitted or top-dose-only effect, or another doubt; inactive = no such curve, though single readings can be large; an effect the other way counts as inactive or inconclusive. Potency is read from the fitted curve at half-maximal effect.

SMILES	aGlu spleen mod	KDM4E inh	GLA spleen mod	RGS12 GoLoco inh	ALDH1A1 inh	GAA inhib	GAA glycogen	SMN2 splice up
CCOc1ccc(NC(=NCc2ccc3c(c2)OCO3)SC2CC(=O)N(c3ccccc3)C2=O)cc1 (stereo not given)	3%	0%	3%	3%	12%	3%	2%	19%
Cc1cc(Cl)cc(Cl)c1OCCCCN(C)C	11%	?	4%	-6%	-4%	-3%	-1%	-7%
O=C(CCn1c(=O)c2ccccc2n(Cc2ccccc2)c1=O)NC1CCN(Cc2ccccc2)CC1	-2%	-8%	0%	9%	·	·	0%	·
COc1ccc2c(C(=O)CN3CCC(C)CC3)c[nH]c2c1	-3%	?	1%	17%	1%	7%	?	11%
O=C(NCc1ccco1)/C(=C\c1cccs1)NC(=O)c1ccco1	-23%	7%	5%	11%	5%	4%	-4%	6%
COc1ccc(CNC(=O)c2ccc(-c3ccccc3)cc2)cc1OC	1%	0%	5%	4%	7%	5%	1%	-32%[inhibitor]
COc1ccc(-c2cc(C(F)(F)F)n3nc(C(=O)O)nc3n2)cc1	-4%	?	-2%	3%	?	-7%	3%	?
CC(C)(C)c1cc(C(=S)N2CCN(CCO)CC2)cc(C(C)(C)C)c1O	-15%	-24%	-13%	3%	18µM*	-2%	-2%	-17%
NC(=S)Nc1ccc(C(F)(F)F)cc1Cl	0%	2%	-2%	-4%	-6%	-1%	-7%	·
CC(C)c1cc(C(=O)NC2CCCCC2)no1	1%	6%	3%	8%	-1%	-4%	-4%	11µM*
CCCc1nn(C)c(C(=O)Nc2ccc(Cl)cc2)c1Cl	-6%	-9%	-4%	4%	11%	8%	7%	-12%
CCN1CCN(Cc2nc3c(c(=O)n(C)c(=O)n3C)n2CCCc2ccccc2)CC1	5%	-18%	7%	4%	13µM*	-3%	6%	6%
Cc1ccccc1C(=O)c1cccn1CC(=O)NCc1ccccc1	1%	7%	3%	4%	6%	-1%	1%	19%
COc1ccc(Cc2nnc(SCc3nc4ccccc4c(=O)[nH]3)n2C)cc1	-12%	2%	-9%	8%	?	-5%	-3%	14%
Cc1ccc(-c2cc(C(=O)N/N=C/C=C/c3ccco3)c3ccccc3n2)cc1C	0%	?	1%	18%	?	-6%	3%	?
Nc1ncnc2nc(SCC(=O)N3CCN(c4ccccc4)CC3)[nH]c12	-10%	-3%	-21%	17%	?	-4%	-4%	10%
CCCCOc1ccc(-c2cn3ccccc3n2)cc1[N+](=O)[O-]	5%	-7%	0%	10%	10µM*	6%	5%	6.3µM*
COc1ccc(S(=O)(=O)NCCOc2ccccc2)cc1C	9%	1%	2%	-27%	-6%	?	-12%	·
COc1ccc(-c2nn(-c3ccccc3)cc2/C=C/C(=O)OCC(=O)Nc2ccc(C#N)cc2)cc1	-1%	?	1%	4%	?	5%	8%	-32%[inhibitor]
Cn1c(NNC(=O)C2CCCCC2)cc(=O)n(C)c1=O	7%	-3%	-17%	0%	3%	-3%	-16%	1%
Cc1ccc(N2C(=O)C(Cc3ccc(O)cc3)NC2=S)cc1C (stereo not given)	4%	2%	10%	6%	-6%	?	?	-4%
Cc1c(Nc2ccc(C=O)cc2)c(=O)n(-c2ccccc2)n1C	-2%	6%	4%	2%	-2%	-6%	?	25%
CC(C)(C)NC(=O)[C@@H]1CC[C@@H]2[C@@H]3CC[C@@H]4NC(=O)C=C[C@@]4(C)[C@H]3CC[C@]21C	2%[29.1 µM]	5%[25.5 µM]	-5%[29.1 µM]	10%[21.6 µM]	-15%[20.9 µM]	·	·	1%[20.6 µM]
NS(=O)(=O)c1ccc(NC(=S)Nc2nn(Cc3ccc(Cl)cc3Cl)cc2Cl)cc1	4%	-4%	5%	2%	?	-4%	-8%	-21%
COc1ccccc1NC(=O)Nc1nnc(CC(=O)Nc2cccc(C)c2)s1	2%	-4%	8%	7%	·	·	2%	·
Cc1ccccc1-c1nccc(NCCN2CCOCC2)n1	0%	·	-4%	2%	32µM*	·	·	·
C=CC[n+]1c(-c2ccc(OC)c(OC)c2)csc1NNC(=O)Nc1ccccc1	5%	-8%	5%	-22%	?	-4%	32µM*	-54%[inhibitor]
Cc1cccc(Nc2nnc(SCC(=O)Nc3ccccc3[N+](=O)[O-])s2)c1	-5%	1%	0%	4%	-10%	-1%	-14%	3%
CCOc1ccc(/C=N/NC(=O)Cc2csc(Nc3cccc(C(F)(F)F)c3)n2)cc1	-6%	-10%	-9%	6%	-11%	?	-19%	-20%
Cc1ccc(S(=O)(=O)N2CCN(CC(=O)N(CC(C)C)c3c(N)n(CC(C)C)c(=O)[nH]c3=O)CC2)c(C)c1	0%	-7%	6%	-24%	-17%	-7%	-27%	12%
O=C(Nc1ccc(O)c2c(=O)cc(-c3ccccc3Cl)oc12)c1ccccc1Cl	1%&-6%	7%	-4%&-4%	-7%&4%	12%&2%	-9%	-2%	-16%
Cc1ccc(SCC(=O)Nc2ccc3c(c2)C(=O)NC3=O)cc1	1%	-2%	-5%	12%	3%	1%	23%	-7%
O=C(CN1CCCC1)NC(=O)NC1CCCC1	-5%	5%	2%	0%	1%	4%	12%	15%
CCN1C(=O)c2cccc3c(NC(=O)c4ccc(OC)c(OC)c4)ccc1c23	3%	4%	-2%	-11%	4.5µM*	-2%	-13%	·
COc1ccc(C(=O)/C=C/C(=O)N(CC(=O)NC2CCCCC2)Cc2cccs2)c(O)c1	1%	-11%	0%	4%	?	?	14%	·
COc1ccc(C(C(=O)NC2CCCC2)N(Cc2cccs2)C(=O)c2ccn[nH]2)cc1OC (stereo not given)	1%	-2%	6%	1%	19%	-3%	6%	·
CCCCC(=O)N=c1sc2cc([N+](=O)[O-])ccc2n1C	-1%	5%	6%	5%	5%	2%	1%	-3%
c1ccc(CC2CCN(Cc3nc(-c4ccccc4)no3)CC2)cc1	-1%	3%	-1%	-10%	-10%	-11%	-4%	7%
NCC(=O)CCC(=O)O	13%	-20%	10%	2%	-7%	·	·	-17%
ClC(Cl)c1nnc(-c2ccccc2)c(-c2c[nH]c3ccccc23)n1	1%	-27%	1%	-3%	?	-2%	0%	-3%

Reprinted from the part before: 7 compounds, then new ones.
SMILES	aGlu spleen mod	KDM4E inh	GLA spleen mod	RGS12 GoLoco inh	ALDH1A1 inh	GAA inhib	GAA glycogen	SMN2 splice up
CCN1C(=O)c2cccc3c(NC(=O)c4ccc(OC)c(OC)c4)ccc1c23	3%	4%	-2%	-11%	4.5µM*	-2%	-13%	·
COc1ccc(C(=O)/C=C/C(=O)N(CC(=O)NC2CCCCC2)Cc2cccs2)c(O)c1	1%	-11%	0%	4%	?	?	14%	·
COc1ccc(C(C(=O)NC2CCCC2)N(Cc2cccs2)C(=O)c2ccn[nH]2)cc1OC (stereo not given)	1%	-2%	6%	1%	19%	-3%	6%	·
CCCCC(=O)N=c1sc2cc([N+](=O)[O-])ccc2n1C	-1%	5%	6%	5%	5%	2%	1%	-3%
c1ccc(CC2CCN(Cc3nc(-c4ccccc4)no3)CC2)cc1	-1%	3%	-1%	-10%	-10%	-11%	-4%	7%
NCC(=O)CCC(=O)O	13%	-20%	10%	2%	-7%	·	·	-17%
ClC(Cl)c1nnc(-c2ccccc2)c(-c2c[nH]c3ccccc23)n1	1%	-27%	1%	-3%	?	-2%	0%	-3%
COc1cc(/C=N/NC(=O)c2ccccc2Cl)ccc1Oc1ccc([N+](=O)[O-])cn1	-3%	1%	1%	-3%	-1%	-8%	1%	-57%[inhibitor]
Cc1nc2[nH]c(=O)c3c(n2n1)NC1=C(C(=O)CC(C)(C)C1)C3c1ccc(F)cc1 (stereo not given)	8%	?	9%	9%	?	1%[15.4 µM]	-1%	5%
C=CCn1c(NCCc2ccccc2)nc2c1c(=O)n(C)c(=O)n2C	5%	-6%	0%	5%	11%	2%	-2%	-65%[inhibitor]
O=C(Cc1cccs1)Nn1c(Cc2cccs2)nc2ccccc2c1=O	3%	-9%	-1%	4%	-16%	-5%	-1%	-2%
O=C(CSCc1ccccc1Cl)NCCSc1ccccn1	-1%	-4%	3%	0%	1%	0%	7%	13%
COc1ccc(CN2CCN(C)CC2)cc1OCc1ccccc1	-9%	1%	8%	-4%	-2%	-4%	-5%	12%
O=C(O)CC1C(=O)OCN1C(=O)OCc1ccccc1 (stereo not given)	4%	7%	-1%	6%	7%	-1%	-1%	-9%
Cc1ccc(NC(=O)c2ccn(C(=O)Nc3ccccc3)n2)c(C)c1	3%	1%	7%	7%	?	-1%	1%	18%
O=C1CC(c2ccccc2Cl)=NN(c2ncnc3ccccc23)C1=O	-6%	9%	1%	44%[activator]	0.63µM*	-2%	-2%	29%
CCOc1ccc2nc(SCC(=O)N3c4ccccc4Sc4ccccc43)c(C#N)cc2c1	-8%	0%	16%	9%	-7%	-4%	4%	-10%
CC1Cc2ccccc2N1CC(=O)Nc1ccc(S(N)(=O)=O)cc1 (stereo not given)	1%	-11%	5%	7%	·	·	-14%	·
Cc1cc(NS(=O)(=O)c2ccc(NC(=O)CCSc3ccc(F)cc3)cc2)nc(C)n1	-1%	-1%	-21%	5%	·	·	6%	·
N#Cc1c(C(F)(F)F)cc(-c2ccccc2Cl)[nH]c1=O	15%	?	?	0%	?	?	-5%	1%
C=C1SC(=Nc2c(C)cc(C)cc2C)N(C(=O)c2sc3ccccc3c2Cl)C12CCCCC2	4%	8%	3%	-2%	5%	-6%	2%	·
CN(C)CCNC(=O)c1coc(=O)c(Br)c1	19%	?	?	7%	?	?	2%	-15%

Assay outcomes: PubChem BioAssay, National Center for Advancing Translational Sciences (NCATS)

Some of the compounds tested; the hit share may differ from the screen's.
